ERG-DNA inh – qHTS for Small Molecule Inhibitors of the ERG Ets/DNA interaction | fluorescence polarization, His-ERG Ets domain / labelled DNA | Potency, µM (series often up to 76.9 µM), for the others: top-dose FP activity, negative = inhibition, most hits filed as inhibitors | 0.028% of 370,000 active | AID 624246, 2012; active means well fitted inhibition curve with a large enough effect in the polarisation, with a control signal flat; inconclusive means small, poorly fitted or top-dose-only effect, or effect the other way, or a change in a side signal; inactive means no such curve, though single readings can be large or run the other way; the % refers to the polarisation;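 further: polarization taken with two DNA probes labelled with fluorescein and Texas red; potency means the concentration at half of the fitted maximal effect; % of control where 0% means no effect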
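His-tagged ERG Ets domain (1 uM in the protein solution; 300mM KCl, 50mM Tris-HCl, 1mM EDTA, 1mM DTT, pH 7.5) received compound, then a probe mix of 5 nM fluorescein-DNA and 100nM Texas-615-DNA. Fluorescence polarization was read for both dyes.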
POLI inh – qHTS for Inhibitors of Polymerase Iota | Potency, µM (highest dose often 115 µM), inactives show at the highest dose activity, negative = inhibition, usual class: inhibitors | 1% of 390,000 active | DNA polymerase iota (Homo sapiens), Q9UNA4 | Pol iota fluorescent replication assay, 10 min; further: potency means the concentration at half of the fitted maximal effect
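Fluorescent replication assay read twice, at 0 min and 10 min after adding 50 nM (final) substrate. Enzyme (10 nM) and compounds were first incubated 15 min at room temperature; enzyme-free buffer wells were negative controls.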
ALOX12 inh – Primary qHTS assay for inhibitors of human arachidonate 12S-lipoxygenase (ALOX12): Round 2; Polyunsaturated fatty acid lipoxygenase ALOX12 (Homo sapiens), P18054; purified 12hLO, xylenol orange hydroperoxide absorbance; Potency, µM (doses to about 108 µM), without a hit: top-dose activity change, negative = inhibition, usual class: inhibitors; 1.1% of 580,000 active; AID 1671190, 2021; further: potency means the concentration at half of the fitted maximal effect; on the % scale 0 is the no-effect control and ±100 the full control effect
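Purified human 12hLO at 150 nM in 25 mM Hepes, 0.01% Triton X-100, pH 7.0, preincubated 15 min at room temperature with compound. Reaction started with 40 uM arachidonic acid, 30 min at room temperature. Hydroperoxide measured by Fe-xylenol orange, 573/405 nm absorbance ratio.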
Pol beta inh – qHTS Assay for Inhibitors of DNA Polymerase Beta; P06746; Pol beta primer extension/strand displacement, fluorescence kinetic; Potency, µM (titrated, usually from 114 µM), for inactives: at the top dose activity change, negative = inhibition, hits mostly inhibitors; 1.3% of 340,000 active; further: potency means the concentration at half of the fitted maximal effect; on the % scale 0 is the no-effect control and ±100 the full control effect
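Preincubation: enzyme (10 nM) with compound, 15 min, RT. Reaction: substrate added to 50 nM final. Reads: 0 and 10 min. Analysis: normalized, Hill fit.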
TRHR agonist – qHTS for Small Molecule Agonists and Allosteric Enhancers of Human TRH Receptor: Primary Screen for Agonists; Thyrotropin-releasing hormone receptor (Homo sapiens), P34981; TRHR cells, calcium flux fluo-8, FDSS agonist mode; activation, % at 2 µM; 0.18% of 360,000 active; in the data active means activation above about 30%; further: 0% is about no effect
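Read-out: compound-evoked intracellular calcium rise in TRHR cells, fluo-8 dye, kinetic FDSS fluorescence at 1 s/cycle following a 10-cycle baseline. Cells cultured overnight before dye loading (30 min–1.5 h, RT).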
Apoferritin bind – qHTS Assay for Identification of Novel General Anesthetics | Ferritin light chain (Equus caballus), P02791 | apoferritin/1-aminoanthracene competitive binding, fluorescence | Potency, µM (doses to about 77.5 µM), inactives show at the highest dose activity change, negative = displacement, most hits filed as inhibitors | 0.074% of 350,000 active; further: potency means the concentration at half of the fitted maximal effect; on the % scale 0 is the no-effect control and ±100 the full control effect; nearly all actives have a fitted effect of over 20% in size
Target sequence (P02791 2-175 limits assumed): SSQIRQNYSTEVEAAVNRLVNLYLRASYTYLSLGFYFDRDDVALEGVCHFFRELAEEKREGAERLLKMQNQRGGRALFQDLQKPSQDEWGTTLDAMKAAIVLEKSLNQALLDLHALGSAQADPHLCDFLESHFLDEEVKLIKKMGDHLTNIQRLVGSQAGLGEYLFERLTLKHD
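Probe: 1-aminoanthracene (50% saturated, PBS). Protein: horse-spleen apoferritin, 10 uM. Incubation: 10 min, room temperature. Detection: 380 nm excitation, 535 nm emission. Analysis: normalized response, four-parameter Hill.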
Pol kappa inh – qHTS for Inhibitors of Polymerase Kappa. 0.53% of 400,000 active. DNA polymerase kappa (Homo sapiens), Q9UBT6. purified Pol kappa, fluorescent DNA synthesis assay, 10 min. Potency, µM (doses to about 107 µM), inactives show at the highest dose activity, negative = inhibition, hits mostly inhibitors; further: potency means the concentration at half of the fitted maximal effect; on the % scale 0 is the no-effect control and ±100 the full control effect
Target sequence (Q9UBT6 whole entry, looked up): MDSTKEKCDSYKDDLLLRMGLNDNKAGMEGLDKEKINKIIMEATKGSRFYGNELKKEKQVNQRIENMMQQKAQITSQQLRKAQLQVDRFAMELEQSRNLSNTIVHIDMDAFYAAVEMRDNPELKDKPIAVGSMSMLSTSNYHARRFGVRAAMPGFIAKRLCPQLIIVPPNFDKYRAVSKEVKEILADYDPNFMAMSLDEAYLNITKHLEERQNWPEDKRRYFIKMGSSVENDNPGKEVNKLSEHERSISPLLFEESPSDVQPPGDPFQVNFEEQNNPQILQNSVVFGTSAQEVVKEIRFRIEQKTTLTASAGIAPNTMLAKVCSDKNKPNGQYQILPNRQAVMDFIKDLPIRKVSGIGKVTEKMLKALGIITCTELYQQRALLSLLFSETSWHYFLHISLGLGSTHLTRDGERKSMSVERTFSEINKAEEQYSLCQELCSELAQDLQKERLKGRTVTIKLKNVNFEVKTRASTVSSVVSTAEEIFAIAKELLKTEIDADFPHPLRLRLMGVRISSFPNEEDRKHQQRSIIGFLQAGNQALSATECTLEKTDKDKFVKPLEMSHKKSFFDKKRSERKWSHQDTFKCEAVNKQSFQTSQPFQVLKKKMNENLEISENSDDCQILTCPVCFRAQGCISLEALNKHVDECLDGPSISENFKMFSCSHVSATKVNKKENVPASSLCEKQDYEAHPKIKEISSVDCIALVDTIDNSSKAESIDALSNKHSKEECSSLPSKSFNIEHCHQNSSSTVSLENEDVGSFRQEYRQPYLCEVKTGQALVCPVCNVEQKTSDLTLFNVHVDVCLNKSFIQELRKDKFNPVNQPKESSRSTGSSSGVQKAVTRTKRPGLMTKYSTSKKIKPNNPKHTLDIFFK
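Here, compound and 10 nM enzyme are combined for 15 min at room temperature; adding 50 nM substrate (final) starts DNA synthesis, tracked by fluorescence at 0 and 10 min against buffer-only wells.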
APEX1 inh – qHTS Assay for Inhibitors of the Human Apurinic/apyrimidinic Endonuclease 1 (APE1) | Potency, µM (top dose mostly 65.8 µM), for the others: at the highest dose activity change, negative = inhibition, usual class: inhibitors | 0.35% of 350,000 active | recombinant APE1, TAMRA/BHQ-2 abasic DNA cleavage fluorescence | DNA repair nuclease/redox regulator APEX1 (Homo sapiens), P27695;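 further: potency means the concentration at half of the fitted maximal effect; plate controls were vehicle for no effect and reference inhibitor for full effect; nearly all actives have a fitted effect of over 55% in size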
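Readout is kinetic fluorescence (ex 525, em 598 nm) from cleavage of 50 nM TAMRA/BHQ-2 THF abasic duplex by 0.75 nM APE1, compound added 15 min beforehand at RT.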
BLM helicase inh – qHTS Assay for Inhibitors of Bloom's syndrome helicase (BLM); Potency, µM (top dose mostly 56.1 µM), for the others: at the highest dose activity change, negative = inhibition, hits mostly inhibitors; 0.2% of 350,000 active; RecQ-like DNA helicase BLM (Homo sapiens), P54132; recombinant BLM DNA unwinding, fluorescence dequenching;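 further: potency means the concentration at half of the fitted maximal effect; plate controls were vehicle for no effect and no enzyme for full effect; nearly all actives have a fitted effect of over 35% in size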
* = called active by the depositor; u = inconclusive; x = not tested or not shown; & = joins results of further samples; [ ] = another dose, or the depositor's remark. Unless noted, the call rests on the fitted dose curve; in most records, active means well fitted curve in the direction sought with a large enough effect; inconclusive means small, poorly fitted or top-dose-only effect, or another doubt; inactive means no such curve, though single readings can be large; an effect the other way counts as inactive or inconclusive. Some of the compounds tested. The share of hits here may be higher or lower than overall.

structure	ERG-DNA inh	POLI inh	ALOX12 inh	Pol beta inh	TRHR agonist	Apoferritin bind	Pol kappa inh	APEX1 inh	BLM helicase inh
CCn1c(CCC(=O)Nc2ccccc2F)nnc1SCC(=O)Nc1ccc(OC)cc1	7.2%	18.7%	0.0%	0.7%	-0.6	-5.7%	-3.0%	10.2%	1.5%
Cc1ccc(CSc2cn(CC(=O)N3CCCC3)c3ccccc23)cc1	-0.1%	u	-22.0%	-9.8%	0.1	-8.6%	-14.5%	x	-7.2%
COc1ccc(S(=O)(=O)NCc2ccc(C(=O)N3CCN(c4ccccn4)CC3)cc2)cc1	-6.7%	-7.3%	u	3.9%	-0.5	-16.8%	-0.6%	1.3%	-1.9%
COc1ccc(OC)c(CN2CCCCCC2)c1	3.4%	u	u	16.0%	-0.1	-10.2%	-12.7%	32.4%	4.2%
O=C(CCC(=O)N1CCN(S(=O)(=O)c2ccccc2)CC1)c1ccc(Br)cc1	2.2%	18.1%	-2.3%	x	x	x	-19.7%	32.8%	x
Cc1ccc(CNC(=O)[C@@H](NC(=O)C2CCN(C(=O)[C@@H]3CCCN3)CC2)C(C)C)cc1	-7.6%	22.7%	-3.7%	5.1%	0.5	-5.7%	21.9%	2.9%	-2.8%
CCS(=O)(=O)N1CCN(C(=O)c2ccc(-c3ccccc3)cc2)CC1	-8.8%	-0.5%	u	7.7%	0.2	-10.8%	-15.3%	5.1%	-2.3%
CN(C)C(=O)N1CCCC(C(=O)NCc2ccccc2)C1 (centres undefined)	x	22.4%	-6.7%	-1.4%	0.4	-2.9%	-4.0%	-1.9%	-1.7%
O=C(CSc1nc2ccccc2n1Cc1cccc(C(F)(F)F)c1)NCc1ccccc1	-6.7%	11.8%	-16.8%	-15.2%	2.2	68.3%[activator]	2.5%[60.1 µM]	x	-5.9%
CNC(=O)OCCSCCS(=O)(=O)c1ccc(Cl)cc1	-8.9%	-9.8%[58.9 µM]	u	5.2%	-0.4	0.6%	-4.5%	1.6%	-1.0%
Cc1ccc(Cn2cc(SCC(N)=O)c3ccccc32)cc1	-2.7%	29.1%	1.0%	5.5%	0.0	-4.9%	-4.7%	5.9%	7.6%
COC(=O)C1=C(C)N(C)C(=O)NC1c1ccc(O)c(Cl)c1 (centres undefined)	1.1%	23.4%	-15.5%	-12.7%	0.2	-8.1%	3.1%	1.6%	-10.3%
COc1ccc(CCC(=O)N2CCN(S(=O)(=O)c3ccc(C)cc3)CC2)cc1	u	-2.5%	-39.2%	x	-0.7	x	9.9%	-2.8%	x
CCN(CC)CCNC(=O)c1ccc(NC(=O)c2c(F)cccc2Cl)cc1	-0.8%	11.9%	1.7%	-1.4%	0.2	-12.8%	-8.2%	-1.2%	2.2%
CCOC(=O)c1c(C)oc2nc(C)nc(Nc3cccc(OC)c3)c12	-9.6%	23.3%	-14.0%	18.4%	-0.3	1.3%	2.4%	x	0.4%
O=C(C1CCCN(S(=O)(=O)c2ccc(Br)cc2)C1)N1CCOCC1 (centres undefined)	-5.6%	25.4%	0.0%	1.4%	0.1	-0.3%	-4.7%	2.3%	-1.2%
COc1ccc2[nH]c3c(c2c1)CCN1C(=O)C(CC(=O)NCc2ccc(OC)c(OC)c2)C[C@H](C(=O)N(C(C)C)C(C)C)[C@@]31C (some centres undefined)	-8.5%	-2.2%	3.9%	x	x	x	-11.5%	-0.5%	x
CCCCCc1c2c(cc(O)c1C(=O)O)OC(=O)c1c(cc(OC)cc1C(=O)CCCC)O2	-5.2%	u	x	50.1µM*	0.1	-8.7%&-23.0%	u	-1.3%&7.5%	-0.7%&-18.5%
COc1ccc(CC(=O)Nc2cc(C)c3c(=O)oc4ccccc4c3n2)cc1	-16.6%	u	-0.8%	-21.4%	0.4	0.8%	-16.0%	2.8%	0.6%
Cc1c(NC(=O)c2ccc(-c3cccc([N+](=O)[O-])c3)o2)c(=O)n(-c2ccccc2)n1C	8.7%	19.8%	-4.8%	-3.2%	-0.1	-16.0%	1.2%	-3.8%	-1.6%
COc1ccccc1CNC(=O)C1(c2ccc(Cl)cc2)CC1	3.7%	15.2%	-0.2%	-0.9%	-0.8	-8.2%	-4.4%	-0.9%	-3.9%
O=C(Nc1sc2c(c1C(=O)Nc1ccccc1)CCC2)c1ccc(Br)cc1	0.2%	5.1%	-11.8%	3.6%	-2.0	-4.4%	-0.8%	x	-7.3%
CC(=O)Oc1ccc2nc(-c3cccs3)oc(=O)c2c1	3.8%	3.1%	u	1.7%	1.3	-5.5%	-17.6%	-4.1%	-7.8%
CCCCN1C(=O)C(C(=O)OCc2ccccc2)CC2=C1CCCC2=O (centres undefined)	-2.8%	6.6%	-1.3%	x	x	x	3.7%	x	x
Cc1ccc(CNC(=O)C(=O)NCC2OCCN2S(=O)(=O)c2ccc(C)cc2)cc1 (centres undefined)	-2.8%	6.3%	x	-3.2%	1.6	-10.5%	-21.0%	-21.2%	-1.9%
O=C(O)CCN1C(=O)NC2(CCCC2)C1=O	0.8%	8.8%	-12.0%	2.0%	-0.1	-5.0%	0.5%	2.1%	1.8%
Cn1c(C(=O)NC2CC2)cc(=O)n(C)c1=O	-0.4%	39.4%[activator]	6.7%	-2.0%	0.6	-2.6%	-5.7%	-4.2%	-2.1%
COc1ccc(NC(=O)CN(C)C(=O)c2cccc(S(=O)(=O)N3CCN(c4ccc(F)cc4)CC3)c2)cc1	7.8%	-17.1%	3.5%	x	x	x	-6.3%	x	x
OCCCNC(=S)Nc1ccc(Oc2ccccc2)cc1	-2.1%	93.2%[activator]	u	25.4%	-0.2	-5.3%	-7.4%	0.4%	-5.4%
CC(Cc1c[nH]c2ccccc12)NC(=O)C1CCCNC1=O (centres undefined)	x	-13.7%	0.0%	-14.4%	-0.9	-6.7%	-4.2%	9.7%	0.5%
Cc1ccc(C(=O)N(CC#N)CC#N)cc1C	31.0%[activator]	-7.9%	1.8%	-22.6%	0.7	-6.3%	-4.5%	4.4%	0.0%
N/C(=N\NC(=O)c1cccs1)c1cc2ccccc2oc1=O	-3.8%	23.0%	-7.3%	-24.2%	-0.8	-5.2%	-7.1%	4.3%	-0.9%
CC(=O)Nc1ccccc1-c1nc2ccccc2n(Cc2cccc(Br)c2)c1=O	-1.1%	16.9%	4.0%	16.4%	0.4	-21.8%	-0.3%	x	-0.5%
CC1CN(C(=O)c2cccc(S(=O)(=O)N3CCN(c4ccc(F)cc4)CC3)c2)CC(C)O1 (centres undefined)	-3.1%	7.4%	-0.9%	78.9%	1.0	-13.6%	-1.7%	-8.0%	-0.2%
O=C1CCc2cc(S(=O)(=O)NCCC(=O)NC3CCCCC3)ccc2N1	-3.7%	58.8%[activator]	-9.5%	12.3%	0.1	-4.6%	0.7%	17.9%	-0.8%
COc1ccc(S(=O)(=O)N[C@@H](Cc2ccc(Cl)cc2)C(=O)N2CC[C@@]3(O)CCCC[C@H]3C2)cc1	-5.6%	-9.9%	2.7%	11.8%	-0.5	-9.3%	-21.6%	21.0%	-3.1%
O=C(NNC(=O)c1ccncc1)Nc1ccc(N=Nc2ccccc2)cc1	-4.6%	5.1%	11.9%	x	x	x	-15.4%	x	x
Cc1ccc(S(=O)(=O)c2cn(Cc3ccc(F)cc3)c3cc4c(cc3c2=O)OCO4)cc1	6.9%	-1.7%	-18.2%	0.1%	-1.3	-9.7%	-17.2%	-7.7%	-3.6%
Cc1cc(C)nc(SC2CCOC2=O)n1 (centres undefined)	-0.4%	8.7%	u	18.9%	-0.3	-8.2%	-4.7%	6.5%	1.7%
Cc1[nH]c(-c2ccc3c(c2)OCO3)nc1C(=O)O	8.6%	-14.2%	19.1%	11.2%	0.5	-10.2%	-4.1%	-5.3%	-4.6%
CC(=O)c1cc(C#N)c(Oc2ccccc2)nc1C	-9.0%	-7.9%	2.7%	x	x	x	-9.6%	x	x
COc1cc(CCC(=O)Nc2c(C(=O)N3CCN(c4ccccc4OC)CC3)oc3ccccc23)on1	1.4%	u	2.5%	-25.6%	-0.2	-15.0%	-5.5%	-18.8%	-4.7%

Filtered by structure, those above with a cyano group (2)
structure	ERG-DNA inh	POLI inh	ALOX12 inh	Pol beta inh	TRHR agonist	Apoferritin bind	Pol kappa inh	APEX1 inh	BLM helicase inh
Cc1ccc(C(=O)N(CC#N)CC#N)cc1C	31.0%[activator]	-7.9%	1.8%	-22.6%	0.7	-6.3%	-4.5%	4.4%	0.0%
CC(=O)c1cc(C#N)c(Oc2ccccc2)nc1C	-9.0%	-7.9%	2.7%	x	x	x	-9.6%	x	x
